Pf Dd2 inh: blocks in vitro growth of P. falciparum Dd2. P. falciparum Dd2 growth, SYBR Green, 72 h. Potency, µM (highest dose often 28.9 µM), for the others: at the highest dose activity, negative = inhibition, most hits filed as inhibitors. 120,000 compounds, 4.3% hits. AID 1347417; active = well fitted inhibition curve with a large enough effect; inconclusive = small, poorly fitted or top-dose-only effect; inactive = no such curve, though single readings can be large or run the other way;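 note: plate controls were DMSO vehicle for no effect and reference drug for full effect; nearly all actives have a fitted effect of over 65% in size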
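Readout: SYBR Green fluorescence, 485 nm excitation, 535 nm emission, after ~16 h lysis at 37C. Before that, Dd2-infected red cells (2.5% hematocrit) grew 72 h with compound, 29 uM top final concentration.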
* = called active by the depositor; i = inactive; u = inconclusive; [ ] = dose if it differs, or a comment. Potency is the fitted concentration of half-maximal effect. A portion of the library (hit frequency here may not be typical).

SMILES	Pf Dd2 inh
COc1ccc(CC(=O)N[C@H]2[C@H](O)[C@H](O)C[C@@H]2c2ccc(N3CCOCC3)nc2)cc1	-28.7%[44.1 µM]
COC(=O)c1sc(N2C(=O)c3oc4ccc(C)cc4c(=O)c3C2c2ccc(O)c(OC)c2)nc1C (stereo unspecified)	u
Cc1cc(C)cc(NC(=O)Cn2c(N3CCOCC3)nc(C)cc2=O)c1	u
CCOc1ccc(CNC(=O)CCS(=O)(=O)c2cc3c4c(c2)CCN4C(=O)CC3)cc1	29.5%
O=C(O)C1=CC(c2ccc(Br)cc2)n2ncnc2N1 (stereo unspecified)	30.0%
COc1ccc(C(=O)N2CCCN(c3cc(-c4ccccc4)[nH]n3)CC2)c(C)c1	i
COc1cc(NC(=O)Cn2c(-c3ccc(F)cc3)nc(C)c(CCO)c2=O)cc(OC)c1	11.2µM*
COCCn1c(=O)n([C@H]2CCCN(C(=O)c3cc(C)n(C)n3)C2)c2ncccc21	-17.9%
CN1Cc2ncnc(N3CCC(c4ccccc4)CC3)c2CN(c2ccccc2)C1=O	-12.4%
COc1ccc(C(=O)N2CCC3(CC2)OCC(C(=O)NC2CC2)N3C(=O)c2cccc(C)c2)cc1 (stereo unspecified)	5.4%
Cc1ccccc1-c1[nH]nc2ncc(-c3ccccc3)nc12	3.98µM*
CCCc1nc(C(=O)NCc2nc(C)cc(C(F)(F)F)n2)cs1	11.2%
Cc1ccc(CCNC(=O)C(C)n2nc(C)c3c(C)n(-c4ccc(C)cc4)nc3c2=O)cc1 (stereo unspecified)	i
O=C(CCCc1ccc(F)cc1)N[C@@H]1CCOC[C@H]1Oc1ccccn1	-4.3%
CC1=C(C(N)=O)C(c2cccc(C)c2)n2nc(-c3cccc(C)c3)nc2N1 (stereo unspecified)	u
CCc1cccc(NC(=O)Cn2c(=O)ccc3cc(S(=O)(=O)N4CCC(C)CC4)ccc32)c1	-3.7%
CCOc1ccc(NS(=O)(=O)c2ccc3[nH]cc(C(=O)NCCOC)c(=O)c3c2)cc1	-11.9%
COCC1CN(C(C)=O)CC12CCN(Cc1sccc1C)CC2 (stereo unspecified)	2.8%
CCCCN1C(=O)C2(CCN(C(=O)CC(C)(C)C)CC2)Nc2ccccc21	u
O=C(CN1C(=O)CSc2ccc(S(=O)(=O)N3CCCCC3)cc21)NCc1ccc(F)cc1Cl	-23.8%
COc1ccc(C(=O)c2c(N)c(-c3nc(-c4ccc5c(c4)OCO5)cs3)c3ccccn23)cc1	15.9%
Cc1ccccc1-c1nnc(CN2CCN(c3ccccn3)CC2)o1	33.4%[activator]
COc1cc2nc(Cl)nc(N3CC4CCC(C3)N4CC(F)(F)F)c2cc1OC	5.01µM*
Cc1ccc(C)c(NC(=O)Cn2c(=O)n(-c3ccccc3C)c(=O)c3c2c2cc(C)ccc2n3C)c1	-20.5%
CSc1ccccc1C(=O)N1CCOC(Cc2cccc(F)c2)C1 (stereo unspecified)	-8.5%
CCN1CCN(c2cc(C)c3cc(NC(=O)c4cc(Cl)ccc4OC)ccc3n2)CC1	u
C#CCN(C)Cc1nc(C2(O)CCN(CC3CCCCC3)CC2)cs1	u
O=C1OC[C@@H]2CCN(C3CCCC3)Cc3ccc(F)cc3N12	u
COc1ccc(CNC(=O)Cn2nnc(-c3ccc(S(C)(=O)=O)cc3)n2)cc1	20.4%[5.79 µM]
O=S(=O)(N[C@H]1CO[C@H]2[C@@H]1OC[C@@H]2Nc1nccc(C2CCCC2)n1)c1cccc2cccnc12	i
O=C(Nc1ccc(F)c(Cl)c1)N1CC=C(c2c[nH]c3ccccc23)CC1	u
O=C(Cn1nc2c(cc1=O)CCCC2)Nc1nc(-c2ccc3c(c2)OCO3)cs1	1.7%
COc1cc(OC)c(NC(=O)Cc2c(C(=O)O)c(C)cn2C)cc1Cl	6.6%
CC(C)(C)C(=O)Cn1c(=O)n(-c2ccc(Cl)c(Cl)c2)c(=O)c2c3c(sc21)CCCC3	u
Cc1ccc(CCNC(=O)CCCn2nc(C)c3c(C)n(-c4ccccc4)nc3c2=O)cc1	86.4%[activator]
CN(c1cc(=O)c2ccnc(Nc3ccc(F)c(Cl)c3)c2o1)C1CCOCC1	-16.0%[44.1 µM]
CC(C)[S+](=O)([O-])N1CCC(c2nnc3n2C(C(=O)O)CC3)CC1 (stereo unspecified)	18.2%
Cc1cccc(C)c1NC(=O)CSCc1cnn(-c2ccccc2)c1-n1cccc1	49.7%[activator]
CN(Cc1cccnc1)c1nc2c(c(=O)[nH]1)CCN(Cc1ccncc1)CC2	41.4%[activator][5.79 µM]
CCC1(N2CCN(C(=O)c3ccc(C(F)(F)F)s3)CC2)CCN(C(=O)NC)C1 (stereo unspecified)	i
COC(=O)c1cc(NC(=O)CCc2c(C)nc3nc(C)nn3c2C)cc(C(=O)OC)c1	i
COCCn1c(=O)n([C@H]2CCCN(C(=O)C3CCCCC3)C2)c2ncccc21	-12.0%
Cc1[nH]ncc1CNC(=O)c1ccc(CC2CCN(S(C)(=O)=O)CC2)cc1	0.2%
Cc1ccc(C(=O)N2CCC3(CC2)N=C(c2ccc(Br)cc2)NO3)cc1	u
COCC1CCN(C(=O)CC(c2ccccc2)c2ccccc2C)CC1 (stereo unspecified)	-20.6%
O=C(c1ccoc1)N1CCC2(CC1)NCc1ccccc1-n1ccnc12	u
COCCN1C[C@H]2CN(C(=O)c3ccno3)CCN2C1=O	-13.2%[44.1 µM]
CC(C)C[C@@H](NC(=O)C1=C[C@@H](NS(=O)(=O)c2cccc(C(F)(F)F)c2)[C@@H](O)[C@H](O)C1)C(N)=O	-1.8%
CC(C)c1ccc(OCC(=O)N2CCN(CCc3ccncc3)CC2)cc1	7.1%
COc1cc(-c2nnc(SCC(=O)N3CCCc4ccccc43)o2)cc(OC)c1OC	u
CCOC(=O)N1CCc2c(sc3c2c(=O)n(CCc2ccccc2)c(=O)n3Cc2c(F)cccc2Cl)C1	u
Cc1cccc(N2CCN(C(=O)Cn3ncc4c5ccccc5n(C)c4c3=O)CC2C)c1 (stereo unspecified)	32.5%[activator]
Cc1nc(C)c(C(=O)N2CCC(C(=O)N3CCCCCCNC(=O)CC3)CC2)s1	19.7%
Cc1[nH]c2ccccc2c1C(=O)C(=O)NC1CC(=O)N(c2cccc(F)c2)C1 (stereo unspecified)	i
CCC(C(=O)Nc1ccc(C(=O)OC)cc1)n1nc(-c2ccc(C)c(C)c2)ccc1=O (stereo unspecified)	-1.1%
Cc1nc(-c2ccccc2Br)cc([C@H]2CN3CC[C@H]2C[C@@H]3CNC(=O)Nc2cccc(C#N)c2)n1	u
O=C1NCCCCCCN(S(=O)(=O)c2ccc3c(c2)OCCO3)[C@H]2CCCC[C@@H]12	i
COc1cc(CN2CCC(C)(c3noc(C4CCOCC4)n3)CC2)ccc1OC(C)C	-19.0%
O=C(NC1CC1)c1ccc2nnc(C3CC3)n2c1	4.8%[44.1 µM]
COc1ccc(OC)c(NC(=O)c2c(OC)cc(=O)n3c2CCCC3)c1	6.8%

Next section:
SMILES	Pf Dd2 inh
COc1ccccc1C(=O)NCc1nnc2cc(-c3nc(C(C)C)no3)ccn12	u
CCn1cc(S(=O)(=O)N2CCC3(CC2)CCC(O)(CN(C)C)CC3)cn1	-23.3%
CN(c1ccc(F)cc1)C1CN(C(=O)OC(C)(C)C)C1	-22.5%[44.1 µM]
CCCOc1ccc(CN2C[C@@H](CO)[C@H](c3ccccn3)C2)cc1	2.82µM*
Cc1noc(C)c1C(=O)N1CCN(c2cccc(C=O)c2)C(=O)C1	2.6%
Cc1noc(-c2ccc(-c3noc(-c4ccc([N+](=O)[O-])c(C)c4)n3)cc2)n1	i
Cc1ccc(C(=O)N2CCCN(S(=O)(=O)c3ccccc3)CCC(=O)NCC2)s1	-10.6%
CCOCC(=O)N1CCC(N2C(=O)C3(CCCCC3)C2c2ccncc2)CC1 (stereo unspecified)	u
COC1CCC(C(=O)N2CCc3c(n(CCOc4ccccc4)n(-c4ccccc4)c3=O)C2)CC1 (stereo unspecified)	-7.4%
O=C(Cc1ccccc1Br)N1CCN(c2cc(-c3cccs3)[nH]n2)CC1	-8.5%
O=C(NCCC1CCN(C(=O)Nc2ccccc2)CC1)c1cccs1	u
Cc1ccccc1C(=O)Nc1nnc(S(=O)(=O)N2CCCc3ccccc32)s1	13.2%
COc1ccc2oc(=O)c(-c3nc(-c4cc(OC)c(OC)c(OC)c4)no3)cc2c1	15.7%
O=S(=O)(NCC(c1ccco1)N1CCN(c2ccccc2)CC1)c1ccccc1 (stereo unspecified)	-11.8%
COc1ccc(Cl)cc1-c1ccc2c(c1)C(=O)N1CCN(C(C)=O)C[C@@H]1C(=O)N2	i
COc1ccccc1OCCNC(=O)CCC[C@@H]1[C@H]2CCCN3CCC[C@@H](CN1C(C)=O)[C@@H]23	u
O=C1NC2(CCCCC2)C(=O)N1CC(=O)N1CCc2ccccc21	-12.2%
COc1ccccc1CN1CCN(C2CCN(C(=O)NC(C)C)CC2)C(=O)C1=O	56.8%[activator]
Cc1ccccc1NC(=O)c1cnc2c(c1)N(Cc1ccccc1)CCC2	9.2%[44.1 µM]
CC1(C(=O)NC2CC2)CCCc2cnc(Nc3cccnc3)nc21 (stereo unspecified)	i
Cc1ccccc1CC(=O)N1CCN(c2cc(-c3cccs3)[nH]n2)CC1	i
O=C(NCc1cccc(F)c1)C1=NO[C@@H]2CN(Cc3ccc(F)cc3)C[C@H]12	8.8%[44.1 µM]
COc1ccc(-c2onc(C)c2C(=O)NCCc2ccc(F)cc2)cc1	6.6%
COc1ccc(C)cc1NC(=O)C(CCSC)NS(=O)(=O)c1ccc2c(c1)oc(=O)n2C (stereo unspecified)	-4.8%
Cc1ccc2c(C)c(C(=O)N(Cc3ccc(Cl)cc3)C3CCS(=O)(=O)C3)oc2c1 (stereo unspecified)	-20.7%
c1ccc(-n2cc(CN3CCCC3c3nc4ccccc4s3)nn2)cc1 (stereo unspecified)	-8.3%
O=C1CCC2(C(=O)NCC3CC3)CCCC=C2N1c1ccccc1 (stereo unspecified)	-22.1%
COc1ccc(-c2noc(CC3CCN(C(=O)c4cc(F)ccc4F)CC3)n2)cc1	-0.2%
CC(C)c1noc(-c2cn(C3CCCN(C(=O)c4cccc5[nH]ccc45)C3)nn2)n1 (stereo unspecified)	u
CCOc1ccc(CNC(=O)Cn2cc3c(n2)-c2c(oc(C(=O)N4CCCC4)c2C)CC3)cc1	i
COc1cc(F)ccc1-c1ccc2c(n1)c(=O)ncn2Cc1ccccc1	-23.1%[44.1 µM]
O=C(CCn1cnnn1)Nc1cc(C(F)(F)F)cc(C(F)(F)F)c1	17.6%
Cc1ccccc1N(C)C(=O)c1noc2c1COc1ccccc1-2	i
Cc1noc(-c2nc(Cc3ccc(F)cc3)no2)n1	-19.8%
CSc1ccc(NC(=O)c2cc3c(s2)CN(C2CC2)C3)cc1	10µM*
Cc1cc(C)c2c(C(=O)N3CCN(C)C4(CCN(C)CC4)C3)cc(C)nc2c1	-20.4%
COCC(=O)N[C@H]1CCN2C(=O)N(c3ccc(OC(F)(F)F)cc3)C(=O)[C@@H]2C1	i
CC(C)(C)CN1CCC2(COc3ccncc3S(=O)(=O)N2)C1 (stereo unspecified)	u
Cc1ccccc1NC(=O)CSC1=Nc2ccccc2C2=NC(CCC(=O)NCc3ccccc3)C(=O)N12 (stereo unspecified)	u
O=C(CCc1ccsc1)NC1CCCc2nc(-c3ccccc3)ncc21 (stereo unspecified)	-15.5%
N#Cc1ccc(C(=O)Nc2ccc(-c3nnc4n3CCCC4)cc2)cc1	u
COc1ccc(CNC(=O)c2ccc(CNS(=O)(=O)c3ccc(OC)cc3)cc2)cc1	i
C=CCNC(=O)c1cn2c(n1)CN(C(=O)c1cccnc1)CC2	9.8%[44.1 µM]
COc1cc(/C=C/c2nc3cc(Cl)ccc3c(=O)n2-c2cccc(C(F)(F)F)c2)cc(OC)c1OC	24.9%
COCCN1C(=O)c2cccn2CC1CNC(=O)c1ccc(C)nc1 (stereo unspecified)	-15.4%
CCOC(=O)c1c(C)n(-c2ccccc2)c2ccc(OC(=O)c3ccc(OCC)c(OCC)c3)cc12	u
Cc1cnc(CC2CCN(S(=O)(=O)c3ccccc3)CC2)n1Cc1ccccc1	0.562µM*
O=C1CCN(C(=O)c2cccc3[nH]ccc23)CCCC(C(=O)NCc2ccccc2)CCN1 (stereo unspecified)	i
Cc1ccc(C(=O)N2CCCN(S(C)(=O)=O)c3ccccc32)s1	i

13 entries out of the list, sorted by length of the SMILES, highest first:
SMILES	Pf Dd2 inh
Cc1nc(-c2ccccc2Br)cc([C@H]2CN3CC[C@H]2C[C@@H]3CNC(=O)Nc2cccc(C#N)c2)n1	u
Cc1ccccc1NC(=O)CSC1=Nc2ccccc2C2=NC(CCC(=O)NCc3ccccc3)C(=O)N12 (stereo unspecified)	u
O=C(CN1C(=O)CSc2ccc(S(=O)(=O)N3CCCCC3)cc21)NCc1ccc(F)cc1Cl	-23.8%
COC(=O)c1cc(NC(=O)CCc2c(C)nc3nc(C)nn3c2C)cc(C(=O)OC)c1	i
CCN1CCN(c2cc(C)c3cc(NC(=O)c4cc(Cl)ccc4OC)ccc3n2)CC1	u
COc1cc(-c2nnc(SCC(=O)N3CCCc4ccccc43)o2)cc(OC)c1OC	u
CN(Cc1cccnc1)c1nc2c(c(=O)[nH]1)CCN(Cc1ccncc1)CC2	41.4%[activator][5.79 µM]
Cc1cccc(C)c1NC(=O)CSCc1cnn(-c2ccccc2)c1-n1cccc1	49.7%[activator]
O=C(Cc1ccccc1Br)N1CCN(c2cc(-c3cccs3)[nH]n2)CC1	-8.5%
Cc1noc(C)c1C(=O)N1CCN(c2cccc(C=O)c2)C(=O)C1	2.6%
COc1ccc(-c2onc(C)c2C(=O)NCCc2ccc(F)cc2)cc1	6.6%
O=C1OC[C@@H]2CCN(C3CCCC3)Cc3ccc(F)cc3N12	u
Cc1ccccc1-c1[nH]nc2ncc(-c3ccccc3)nc12	3.98µM*

Screening results (PubChem BioAssay)
